# Vif-APOBEC3G blk: inhibitors of Vif-APOBEC3G interaction. Q9HC16. HeLa A3G-eYFP + Vif (tagged APOBEC3G with the HIV-1 protein that degrades it), YFP fluorescence, overnight. Potency, µM (top dose mostly 46.1 µM), inactives show at the highest dose activity, negative = active, actives largely listed as inhibitors. 410,000 compounds, 0.076% hits. AID 602310;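 further: potency means the concentration at half of the fitted maximal effect; on the % scale 0 is the no-effect control and ±100 the full control effect; nearly all actives have a fitted effect of over 60% in size; hits raise eYFP signal because A3G escapes Vif-driven loss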
# Target sequence (Q9HC16 whole entry, looked up): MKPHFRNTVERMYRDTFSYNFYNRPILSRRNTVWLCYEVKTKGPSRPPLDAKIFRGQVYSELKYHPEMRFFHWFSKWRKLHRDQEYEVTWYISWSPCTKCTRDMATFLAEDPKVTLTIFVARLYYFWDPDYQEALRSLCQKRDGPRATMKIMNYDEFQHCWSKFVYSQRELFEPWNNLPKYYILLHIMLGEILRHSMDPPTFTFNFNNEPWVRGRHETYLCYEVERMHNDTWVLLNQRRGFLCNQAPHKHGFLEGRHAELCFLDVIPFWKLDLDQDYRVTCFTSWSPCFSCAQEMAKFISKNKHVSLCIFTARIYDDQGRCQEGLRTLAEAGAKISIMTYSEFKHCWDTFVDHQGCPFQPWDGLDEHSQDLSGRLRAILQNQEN
#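 Read-out is eYFP fluorescence (Ex 488/Em 500-530) from Vif-expressing HeLa A3G-eYFP cells; more signal means A3G escaped Vif-mediated degradation. Cells plated overnight, compound pinned in, incubated overnight at 37 deg C.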
# RXFP1 agonist: agonists of human relaxin receptor RXFP1; 370,000 compounds, 0.3% hits; HEK293T-RXFP1 cAMP TR-FRET, 30 min; response scale: percent of porcine relaxin response, buffer zero; AID 2676; Potency, µM (top dose mostly 57.5 µM), for the others: top-dose activation, usual class: activators; further: potency means the concentration at half of the fitted maximal effect; on the % scale 0 is the no-effect control and ±100 the full control effect; nearly all actives have a fitted effect of over 60% in size; many of its hits are not listed in these tables
#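 Agonist response is measured as cAMP accumulation in an RXFP1-transfected HEK293T line under PDE4 inhibition. Values are scaled between buffer-only and 29 nM porcine relaxin, and EC50s come from standard Hill equation fits.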
# Vif-A3F inh: blocks the Vif interaction with APOBEC3F | HeLa A3F-eYFP + Vif (tagged APOBEC3F with the HIV-1 protein that degrades it), YFP fluorescence increase | Potency, µM (titrated, usually from 46.1 µM), for inactives: at the top dose activity, negative = active | 390,000 compounds, 0.2% hits; further: potency means the concentration at half of the fitted maximal effect; % of control where 0% means no effect; nearly all actives have a fitted effect of over 65% in size
#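 HeLa cells stably expressing Vif plus C-terminally eYFP-tagged A3F were seeded, incubated overnight at 37 deg C, dosed with compound, incubated overnight again at 37 deg C. Yellow fluorescence (Ex 488/Em 500-530) reported blocked Vif-mediated A3F-eYFP degradation.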
# D1 antagonist: human D1 dopamine receptor antagonism; activity change, negative = inhibition, % at 10 µM; HEK293 TREx D1 cells, calcium flux, dopamine EC80; hits give low values; P21728; 360,000 compounds, 3.2% hits; in the data active means activity change below about -30%; further: on the % scale 0 is the no-effect control and ±100 the full control effect
#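 Using tetracycline-induced force-coupled D1 Hek293 cells and a calcium dye, signals were followed for 180 s after compound, then for 180 s after EC80 dopamine, to detect inhibitors.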
# GRP78 ERSR act: induces the endoplasmic reticulum stress response in human glioma cells; U87-MG GRP78 promoter luciferase reporter, 16 h; Potency, µM, without a hit: top-dose activation, actives largely listed as activators; 420,000 compounds, 0.02% hits; further: potency means the concentration at half of the fitted maximal effect; series mostly up to about 76 µM; % of control where 0% means no effect; nearly all actives have a fitted effect of over 35% in size
#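 Stably transfected U87-MG human glioma cells carrying a GRP78-based luminescent sensor were seeded at 1000 cells/well, pin-dosed with compounds and incubated 16 h. Luciferase reagent was then added, and end-point luminescence was read after 10 min at room temperature.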
# RXFP1 antagonist: blocks the human relaxin receptor RXFP1 | activity change, negative = inhibition, % at 57.5 µM | 350,000 compounds, 0.59% hits | HEK293-RXFP1, relaxin-stimulated cAMP HTRF, 30 min; hits give low values | Q9HBX9 | AID 1259400;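 active means activity change of -60% or lower, but not beyond a set lower limit; inconclusive means change between -60% and -40%, or beyond the set limit; inactive means change above -40%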; further: on the % scale 0 is the no-effect control and ±100 the full control effect
# D1 agonist: agonists of human D1 dopamine receptor. P21728. HEK293 T-REx D1 cells, calcium flux, agonist mode. activation, % at 2 µM. 360,000 compounds, 1% hits; in the data active means activation above about 30%; further: 0% is about no effect
#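 Inducible HEK293 T-REx D1 cells, force-coupled to calcium signalling, were plated at 4000 cells/well with tetracycline and held overnight at 30 C. After no-wash calcium dye loading, compound-evoked calcium rise over 180 s flagged agonists.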
# D2 potentiator: positive allosteric modulators of human D2 dopamine receptor; HEK293 T-REx D2, calcium flux, EC20 dopamine potentiation; potentiation, % at 10 µM; 340,000 compounds, 0.34% hits;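 active means potentiation over 3 SD above the plate norm, cut at about 30% in these data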; further: 0% is about no effect
# Target sequence (P14416 whole entry, looked up): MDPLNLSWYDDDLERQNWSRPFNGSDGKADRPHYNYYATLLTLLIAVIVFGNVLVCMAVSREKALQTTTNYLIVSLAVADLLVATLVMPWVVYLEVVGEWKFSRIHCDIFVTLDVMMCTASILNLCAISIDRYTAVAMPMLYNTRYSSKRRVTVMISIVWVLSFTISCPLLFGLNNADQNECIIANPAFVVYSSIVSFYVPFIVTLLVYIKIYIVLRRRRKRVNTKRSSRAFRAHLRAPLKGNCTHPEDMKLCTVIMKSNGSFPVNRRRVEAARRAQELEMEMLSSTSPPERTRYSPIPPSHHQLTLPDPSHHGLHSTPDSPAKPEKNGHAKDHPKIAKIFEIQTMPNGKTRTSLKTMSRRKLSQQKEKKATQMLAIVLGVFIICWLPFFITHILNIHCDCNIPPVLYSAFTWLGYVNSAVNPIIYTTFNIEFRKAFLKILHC
#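 Primary screen. Calcium kinetics in induced HEK293 T-REx D2 cells: compound pre-addition 180 s, EC20 dopamine, 180 s more.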
# D1 PAM: enhances dopamine response at the human D1 receptor; P21728; HEK293 TREx D1 cells, calcium flux, dopamine EC20 potentiation; potentiation, % at 10 µM; 360,000 compounds, 0.036% hits; AID 504651; in the data active means potentiation above about 30%; further: 0% is about no effect
# An asterisk follows results filed as active; ? = inconclusive; . = not tested or not shown. Unless noted, the call rests on the fitted dose curve; in most records, active means well fitted curve in the direction sought with a large enough effect; inconclusive means small, poorly fitted or top-dose-only effect, or another doubt; inactive means no such curve, though single readings can be large; an effect the other way counts as inactive or inconclusive. These rows are one share of the data, so the mix of outcomes need not match the whole.
SMILES,Vif-APOBEC3G blk,RXFP1 agonist,Vif-A3F inh,D1 antagonist,GRP78 ERSR act,RXFP1 antagonist,D1 agonist,D2 potentiator,D1 PAM
C[C@H](NC(=O)c1cc2cc(Cl)ccc2n1C)C(=O)N[C@@H](Cc1ccccc1)C(=O)O,-6%,1.0%,-3%,1,-4%,0,0,.,0
N#CC1=C(N)Oc2n[nH]c(-c3cccs3)c2C1c1cccnc1 (configuration not stated),-1%,-0.4%,-7%,-16,-15%,9,0,.,-3
COc1ccccc1-n1cnnc1SC(C)C(=O)NCC1CCCO1 (configuration not stated),1%,1.8%,-8%,-1,-2%,-3,1,2,-1
CCCc1nnc(NC(=O)CCC(=O)N2CCN(Cc3ccc(OC)c(F)c3)CC2)s1,0%,-0.4%,-7%,2,-4%,-18,15,9,-8
COC(=O)CCSCC(=O)N1N=C(c2ccc(OC)cc2)CC1c1cccc(OC)c1OC (configuration not stated),-1%,-0.4%,3%,-6,-3%,-16,8,8,-4
Cc1cnc(NC(=O)c2ccncc2)s1,5%,0.2%,-1%,1,-1%,8,2,7,-1
CCOC(=O)C1C(=O)NC(N2CCOCC2)=NC1c1ccco1 (configuration not stated),1%,1.5%,-8%,3,-6%,-3,1,8,-2
O=C(NCCN1CCCCC1)/C(=C/c1ccco1)NC(=O)c1ccccc1,-1%,0.1%,-11%,16,-4%,-13,3,9,2
CN=c1scc(-c2ccco2)n1/N=C/c1ccc(O)c(O)c1,?,-0.3%,-12%,1,-1%,?,7,-9,-11
COc1ccc(S(=O)(=O)Nc2ccc3cn[nH]c3c2)cc1C,-1%,-1.7%,-19%,3,0%,4,4,7,-1
CC1CCCC(NC(=O)CSc2cccc[n+]2[O-])C1C (configuration not stated),0%,.,-2%,.,-1%,1,.,.,.
Clc1ccc(N2CCN(c3ncnc4c3nc3n4CCCC3)CC2)cc1,11%,1.7%,0%,1,-1%,1,7,1,1
O=C(c1ccc2c(c1)OCO2)N1CCN(c2ccc(C(F)(F)F)cn2)CC1,0%,-1.9%,4%,-10,1%,5,5,6,2
O=C(Cc1ccccc1)Nc1ccc(N2CCCC2)cc1,2%,-1.5%,-3%,12,-1%,-8,0,7,-3
CC(=O)Nc1ccc(NC(=O)CSc2ccc3nnc(-c4cccnc4)n3n2)cc1,2%,8.9µM*,-7%,-4,-5%,1,3,2,-6
COc1cc(C)ccc1S(=O)(=O)N1CCN(C23CC4CC(CC(C4)C2)C3)CC1,-1%,0.2%,-17%,8,-7%,-9,0,1,-4
COc1ccc(NS(=O)(=O)c2cc(NC(=O)CNC(=O)c3ccc(C)s3)ccc2Cl)cc1,0%,3.6%,4%,-15,-2%,-3,4,-17,-4
O=C(Nc1ccc(N2CCOCC2)cc1)c1cc2c(s1)CCCCC2,1%,2.5%,-12%,1,-1%,4,-1,-4,1
O=C(C=Cc1ccccn1)c1ccccc1,?,.,4%,.,-7%,-65*,.,.,.
O=C(c1ccccc1)c1cccs1,0%,-0.4%,0%,0,-3%,1,2,0,2
COc1ccc(NC2=CC(c3ccc(F)cc3)N(c3ccc(OC)cc3)C2=O)cc1 (configuration not stated),-4%,1.2%,-1%,-3,2%,-10,-1,.,1
O=C(CCCCn1c(=O)c2ccccc2n(CC(=O)Nc2ccc(F)cc2F)c1=O)NCCc1ccccc1,2%,1.6%,-10%,-38*,-4%,.,-1,-10,3
CC(=O)c1ccc(OCc2cc(C(=O)N3CCOCC3)no2)cc1,0%,0.4%,1%,3,4%,-21,4,-6,2
COCCN(C(=O)c1csnn1)C(C(=O)NC1CCCC1)c1ccccc1F (configuration not stated),1%,5.1%,9%,0,-4%,-6,-4,20,1
O=C1c2ccccc2C(=O)c2c(NCc3cccnc3)cccc21,-1%,-0.1%,-3%,17,1%,7,4,.,5

# A different layout for 4 compounds above.
> O=C(c1ccc2c(c1)OCO2)N1CCN(c2ccc(C(F)(F)F)cn2)CC1
  Vif-APOBEC3G blk: 0% | RXFP1 agonist: -1.9% | Vif-A3F inh: 4% | D1 antagonist: -10 | GRP78 ERSR act: 1% | RXFP1 antagonist: 5 | D1 agonist: 5 | D2 potentiator: 6 | D1 PAM: 2
> O=C(Cc1ccccc1)Nc1ccc(N2CCCC2)cc1
  Vif-APOBEC3G blk: 2% | RXFP1 agonist: -1.5% | Vif-A3F inh: -3% | D1 antagonist: 12 | GRP78 ERSR act: -1% | RXFP1 antagonist: -8 | D1 agonist: 0 | D2 potentiator: 7 | D1 PAM: -3
> CC(=O)Nc1ccc(NC(=O)CSc2ccc3nnc(-c4cccnc4)n3n2)cc1
  Vif-APOBEC3G blk: 2% | RXFP1 agonist: 8.9µM* | Vif-A3F inh: -7% | D1 antagonist: -4 | GRP78 ERSR act: -5% | RXFP1 antagonist: 1 | D1 agonist: 3 | D2 potentiator: 2 | D1 PAM: -6
> COc1cc(C)ccc1S(=O)(=O)N1CCN(C23CC4CC(CC(C4)C2)C3)CC1
  Vif-APOBEC3G blk: -1% | RXFP1 agonist: 0.2% | Vif-A3F inh: -17% | D1 antagonist: 8 | GRP78 ERSR act: -7% | RXFP1 antagonist: -9 | D1 agonist: 0 | D2 potentiator: 1 | D1 PAM: -4

# Part of the list above in order of molar mass, falling.
SMILES,Vif-APOBEC3G blk,RXFP1 agonist,Vif-A3F inh,D1 antagonist,GRP78 ERSR act,RXFP1 antagonist,D1 agonist,D2 potentiator,D1 PAM
O=C(CCCCn1c(=O)c2ccccc2n(CC(=O)Nc2ccc(F)cc2F)c1=O)NCCc1ccccc1,2%,1.6%,-10%,-38*,-4%,.,-1,-10,3
COc1cc(C)ccc1S(=O)(=O)N1CCN(C23CC4CC(CC(C4)C2)C3)CC1,-1%,0.2%,-17%,8,-7%,-9,0,1,-4
CC(=O)c1ccc(OCc2cc(C(=O)N3CCOCC3)no2)cc1,0%,0.4%,1%,3,4%,-21,4,-6,2

# Single entries from the results shown:
# Under Vif-A3F inh, O=C(Cc1ccccc1)Nc1ccc(N2CCCC2)cc1 is entered as -3%
# Under GRP78 ERSR act, O=C(C=Cc1ccccn1)c1ccccc1 is entered as -7%
# Under D1 agonist, O=C(CCCCn1c(=O)c2ccccc2n(CC(=O)Nc2ccc(F)cc2F)c1=O)NCCc1ccccc1 is entered as -1

# More compounds follow.
SMILES,Vif-APOBEC3G blk,RXFP1 agonist,Vif-A3F inh,D1 antagonist,GRP78 ERSR act,RXFP1 antagonist,D1 agonist,D2 potentiator,D1 PAM
CN(C)C1CCCCC=CC(=O)NC1 (configuration not stated),0%,.,1%,.,0%,1,.,.,.
CC(C)(CO)C(O)C(=O)NCCC#N (configuration not stated),1%,-3.5%,-12%,-12,0%,1,2,16,5
CCOC(=O)CCNC(=O)CNC(=O)OCc1ccccc1,1%,0.4%,8%,-5,-3%,-7,3,-1,-1
CCOC(=O)c1ccc(NC(=O)CC2C(=O)N(c3ccc(F)cc3)C(=O)N2CCCOC)cc1 (configuration not stated),2%,2.4%,1%,57,-2%,-4,0,3,-1
COc1ccc(CCNC(=O)c2cc(Cl)nc3ccccc23)cc1,0%,2.6%,1%,-10,-8%,-1,3,11,6
COc1ccc(NC(=O)COc2cccnc2[N+](=O)[O-])cc1OC,5%,-0.5%,8%,10,-4%,-1,4,11,-6
O=C(CSc1nnc(-c2ccco2)n1CC1CCCO1)c1ccc(F)cc1 (configuration not stated),1%,1.9%,-11%,-4,-5%,4,3,-2,-7
CC1CCN(C(=O)COC(=O)c2cccc(S(=O)(=O)N(C)c3ccccc3)c2)CC1,0%,-1.9%,1%,3,1%,0,0,1,2
Cc1ccc2c(=O)c(C(=O)c3ccccc3)cn(CC(=O)Nc3ccc4c(c3)OCCO4)c2n1,?,?,?,-6,-3%,-22,3,-11,0
COC(=O)CN(c1ccccc1C)S(C)(=O)=O,1%,1.2%,2%,-38*,-1%,-2,1,1,-4
COc1cc(OC)c(NC(=O)CCc2ccccc2)cc1Cl,-1%,0.1%,5%,0,-1%,-9,1,-6,-4
Cn1nc(C(=O)NCCc2ccc(S(N)(=O)=O)cc2)c2ccccc2c1=O,-5%,7.6%,3%,0,2%,-3,1,1,0
COc1ccc(NS(=O)(=O)c2cccc(C(=O)O)c2)cc1,1%,1.2%,3%,-3,-4%,-25,1,-3,0
O=C(C1CC1)N1CCC(C(O)(c2ccccc2)c2ccccc2)CC1,1%,-1.1%,7%,.,-5%,1,-1,-9,0
CCSc1cc(C2C(C#N)=C(N)OC(C)=C2C(=O)OC)c(C)o1 (configuration not stated),-3%,-0.1%,2%,-1,0%,-2,6,1,0
Cc1cc(C)c(NC(=O)CNC(=O)c2ccccc2OCc2c(C)noc2C)c(C)c1,0%,3.3%,5%,-1,-3%,-3,2,.,-3
Cc1cc(C)n(-c2ncnc3ccccc23)n1,-10%,0.8%,-3%,17,-2%,0,0,-5,2
O=C(Nc1cc([N+](=O)[O-])ccc1C(=O)NCCN1CCOCC1)c1ccccc1,1%,1.0%,1%,1,-4%,-14,2,-14,-2
COc1ccc(N2CCN(Cc3nc(N)nc(Nc4ccc(C)c(Cl)c4)n3)CC2)cc1,-2%,0.8%,2%,8,-2%,-28,3,-4,-4
COc1ccc(S(=O)(=O)NCC(c2ccc3c(c2)OCO3)N2CCOCC2)cc1 (configuration not stated),2%,0.7%,-15%,-15,-2%,-9,1,-10,-4
Cc1cc(N2CCN(c3ccccc3)CC2)n2nnnc2n1,1%,-0.3%,5%,2,-4%,.,3,-2,-3
COc1ccc(N2CCN(C(=O)C3CCCN(S(=O)(=O)c4ccc(C)cc4)C3)CC2)cc1 (configuration not stated),-1%,0.3%,9%,-27,-5%,-5,8,19,-6
O=C(O)c1cc2c(cc1NC(=O)c1c(F)cccc1Cl)OCCCO2,0%,6.8%,-6%,-3,0%,-30,3,8,-4

# Source: PubChem (National Center for Advancing Translational Sciences (NCATS))
